Assay outcomes from PubChem BioAssay.
OX1R antag-1 – OX1R (HCRTR1) antagonists, primary screen, fluorescence, CHO/OX1R cells, Fluo-8 calcium, orexin A. Orexin/Hypocretin receptor type 1 (Homo sapiens), O43613. Fluo-8 calcium fluorescence. inhibition, % at 5 µM. 330,000 tested, 0.43% active. AID 434989, 2010;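 active = inhibition above its plate's threshold, mean inhibition of all tested compounds on the plate plus 3 SD, cut at about 37% in these data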;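 note: 0% = orexin A challenge wells and 100% = SB-334867-A antagonist wells; not every result past the cut was called active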
Target sequence (O43613 whole entry, looked up): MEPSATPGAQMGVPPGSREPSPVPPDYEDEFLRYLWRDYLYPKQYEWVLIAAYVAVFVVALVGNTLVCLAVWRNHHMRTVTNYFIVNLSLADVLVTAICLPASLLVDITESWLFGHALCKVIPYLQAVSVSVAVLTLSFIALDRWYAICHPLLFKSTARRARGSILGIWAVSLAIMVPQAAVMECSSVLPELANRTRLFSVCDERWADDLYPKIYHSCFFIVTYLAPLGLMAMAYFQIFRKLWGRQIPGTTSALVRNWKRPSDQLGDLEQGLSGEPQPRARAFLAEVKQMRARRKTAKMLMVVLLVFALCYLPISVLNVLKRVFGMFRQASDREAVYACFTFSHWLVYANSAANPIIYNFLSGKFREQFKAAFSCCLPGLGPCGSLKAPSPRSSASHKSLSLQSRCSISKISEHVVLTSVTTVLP
STK33 inh – inhibitors of purified STK33 kinase, primary screen, biochemical, ADP-Glo luminescence, homogeneous, cell-free | Serine/threonine-protein kinase 33 (Homo sapiens), Q9BYT3 | MBP phosphorylation | inhibition, % at 10 µM | 320,000 tested, 0.073% active | AID 2661, 2010;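 active = inhibition at or above 25%, using the most active replicate where run in duplicate; inactive = inhibition below 25%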
Target sequence (Q9BYT3 whole entry, looked up): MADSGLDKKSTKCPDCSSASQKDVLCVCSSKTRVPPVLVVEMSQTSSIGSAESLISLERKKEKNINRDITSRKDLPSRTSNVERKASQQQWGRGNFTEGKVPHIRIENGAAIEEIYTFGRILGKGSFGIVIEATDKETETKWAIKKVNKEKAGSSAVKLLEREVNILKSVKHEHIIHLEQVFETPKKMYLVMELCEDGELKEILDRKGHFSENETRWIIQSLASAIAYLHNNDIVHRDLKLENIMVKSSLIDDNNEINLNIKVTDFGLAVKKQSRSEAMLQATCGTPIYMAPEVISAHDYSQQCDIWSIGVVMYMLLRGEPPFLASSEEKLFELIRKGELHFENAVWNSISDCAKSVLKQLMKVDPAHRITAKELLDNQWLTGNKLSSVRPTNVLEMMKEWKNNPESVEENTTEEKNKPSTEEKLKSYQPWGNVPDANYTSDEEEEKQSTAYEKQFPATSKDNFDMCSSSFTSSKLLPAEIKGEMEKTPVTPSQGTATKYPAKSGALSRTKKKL
OX1R antag-2 – antagonists of human orexin 1 receptor (OX1R) | OX1R-expressing cells, FRET antagonist read-out | inhibition, % at 6.6 µM | 330,000 tested, 1.8% active | AID 485270, 2010; in the data active = inhibition mostly above about 38%, no sharp cut-off; inactive = mostly below about 40%;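 note: 0% = agonist challenge alone and 100% = reference antagonist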
* marks the source's active call; other numbers are inactive results; · = not tested or not shown. No enrichment for hits, and some 2.2% of all compounds hit somewhere here.

OX1R antag-1	STK33 inh	OX1R antag-2	SMILES
-18	-0.2	4	CN1N=C(C(C)(C)C)CSC1=Nc1ccc(F)cc1
-18	-0.4	1	COc1ccc(N(CC(=O)NC2CCCCC2C)S(=O)(=O)c2c(C)nn(C)c2C)cc1 (stereo not given)
-20	·	16	O=C(COCc1ccccc1)N[C@@H]1c2ccccc2CC[C@@H]1OCc1ccccc1
-36	-2.0	15	CCOC(=O)C1(CCCc2ccccc2)CCN(C2CCN(C(C)=O)CC2)CC1
-28	-0.9	22	CCOC(=O)N1CCN(S(=O)(=O)c2ccc(OCC)c(C)c2)CC1
3	0.9	4	CNC[C@H](Cc1cccc2ccccc12)NC[C@H](CCSC)NCC1CCC(C(C)(C)C)CC1 (stereo not given in full)
9	-1.6	5	CC(C)CC(=O)Nc1ccc(C(=O)CN2CCC(C)CC2)cc1
-2	-1.9	-1	Cc1cc(C)n(C(N)=NC(=O)c2ccc([N+](=O)[O-])cc2)n1

Exported tab-delimited: four of the compounds above
Molecule	OX1R antag-1	STK33 inh	OX1R antag-2
CCOC(=O)C1(CCCc2ccccc2)CCN(C2CCN(C(C)=O)CC2)CC1	-36	-2.0	15
Cc1cc(C)n(C(N)=NC(=O)c2ccc([N+](=O)[O-])cc2)n1	-2	-1.9	-1
CNC[C@H](Cc1cccc2ccccc12)NC[C@H](CCSC)NCC1CCC(C(C)(C)C)CC1 (stereo not given in full)	3	0.9	4
COc1ccc(N(CC(=O)NC2CCCCC2C)S(=O)(=O)c2c(C)nn(C)c2C)cc1 (stereo not given)	-18	-0.4	1

(more compounds)
OX1R antag-1	STK33 inh	OX1R antag-2	SMILES
9	-0.5	15	COc1ccc(S(=O)(=O)N2CCSCC2)cc1
-24	-0.8	21	Cc1ccc(NC(=O)c2ccccc2SCC(=O)N2CCCC2)cc1S(=O)(=O)N(C)C
-27	-0.1	20	COc1ccccc1-c1cc(N)n(S(=O)(=O)c2ccc(F)c(C)c2)n1
-24	2.0	11	Cc1ccc(-c2nnn(CC(=O)N(CC(=O)NC3CCCC3)c3ccc(F)c(Cl)c3)n2)o1
6	3.0	30	Cc1[nH][nH]c(=O)c1N=Nc1ccccc1
-18	0.7	2	Fc1ccccc1CN1CCCC(NC2CCC2)C1 (stereo not given)
-7	-1.1	18	O=C(Nc1ccc(F)cc1F)NC1CCCc2ccccc21 (stereo not given)
-18	-1.6	11	COc1ccc([N+](=O)[O-])cc1NC(=O)C(C)OC(=O)Cc1ccc(OC)c(OC)c1 (stereo not given)

OX1R antag-1	STK33 inh	OX1R antag-2	SMILES
1	-1.5	10	COc1cc(C(=S)N2CCCC2)ccc1O
-3	-0.8	0	CCCN1C(=O)CC(Sc2ncccc2C(=O)O)C1=O (stereo not given)
-25	-0.9	9	CCOc1ccc(-c2nnc3ccc(SC(C)C)nn23)cc1
-45	-1.0	-5	COc1ccc(CNc2nc(=S)[nH]c3cc(OC)c(OC)cc23)cc1
4	-1.7	16	CNCC(=O)Nc1c(C)n[nH]c1C
-27	0.0	-1	COc1ccccc1N1CCN(C(=O)Cn2nc3n(C)c4ccccc4n3c(=O)c2=O)CC1
-15	-1.5	20	COc1ccc(CCn2nnnc2C(CC(C)C)N2CCC(C(N)=O)CC2)cc1OC (stereo not given)
10	1.2	34*	O=C(O)c1ccccc1Nc1ccc([N+](=O)[O-])c2nonc12

OX1R antag-1	STK33 inh	OX1R antag-2	SMILES
-77	5.7	17	COc1ccccc1CNC(=O)c1ccc(-c2ccccc2)cc1
-5	-0.9	14	Cc1nnc(SCc2nc3sc(C(=O)O)c(C)c3c(=O)[nH]2)s1
-8	-0.6	5	O=C(NCc1ccccc1)c1ccccc1C(=O)c1ncc[nH]1
21	-0.2	37*	O=C(COC(=O)c1ccccc1)Nc1ncc([N+](=O)[O-])s1
-2	-0.6	13	O=C(CN1CCN(Cc2ccccc2Cl)C1=O)NCCCN1CCOCC1
-28	-0.1	10	O=C(NCc1ccco1)c1ccc2c(=O)n(-c3ccccc3)c(=O)n(Cc3cccc(F)c3)c2c1
-5	-1.3	72*	COc1ccc(S(=O)(=O)NN(C)c2nc(C(F)(F)F)nc3ccccc23)cc1
4	-1.7	1	CC(=O)OCC1=C(C(=O)O)N2C(=O)C(NC(=O)c3ccc(F)cc3)C2SC1 (stereo not given)

OX1R antag-1	STK33 inh	OX1R antag-2	SMILES
-14	-0.6	9	CN1CCN(CC(=O)Nc2ccc(Oc3ccccc3)cc2)CC1
-4	-1.3	-6	CCCn1c(N)c(C(=O)COC(=O)CCS(=O)(=O)c2ccc(C)cc2)c(=O)[nH]c1=O
-18	-0.5	12	CCc1ccccc1NC(=O)CN1C(=O)c2ccccc2S1(=O)=O
-35	3.7	13	CN(CCCNC(=O)c1cccn2c(=O)c3ccccc3nc12)Cc1ccccc1
-15	0.4	14	Cc1nnc(NC(=O)CSc2nnc(C)n2-c2ccc(F)cc2)s1
-4	1.4	74*	O=C(O)c1ccc(C(=O)c2ccc3c(c2)C(=O)N(CCO)C3=O)cc1
-19	1.6	19	CCOC(=O)[C@H]1[C@H]2COc3ccccc3[C@@H]2N2C(=O)c3ccccc3NC(=O)[C@@]12C
-2	-0.4	14	CC(C)CNC(=O)C(=O)Nc1ccc(N(C)C)cc1

OX1R antag-1	STK33 inh	OX1R antag-2	SMILES
-12	0.7	10	CCOc1ccc(N2CC(C(=O)NC3CCSC3=O)CC2=O)cc1 (stereo not given)
-8	-1.7	3	N#CC(c1cccc(Cl)c1)c1ncc(C(F)(F)F)cc1Cl (stereo not given)
-24	-2.7	12	O=C(CCCN1CCN(c2ccccn2)CC1)c1ccc(F)cc1
-4	-0.8	6	O=S(=O)(Nc1cccc(S(=O)(=O)N2CCCC2)c1)c1ccccc1F
-23	1.8	13	O=C(O)CCc1ccc(-c2cccs2)n1NC(=O)c1ccc(O)cc1
-8	-0.6	14	O=C(Cc1cc(=O)[nH][nH]1)N/N=C/c1ccccc1Cl
5	·	13	c1ccc(CNc2ncnc3nc[nH]c23)cc1
-4	-1.3	20	O=C(CNS(=O)(=O)c1ccc2ccccc2c1)NCCc1ccccn1

OX1R antag-1	STK33 inh	OX1R antag-2	SMILES
-7	1.2	5	CN(Cc1cccs1)C(=O)COc1ccc(-c2nnco2)cc1
-20	-0.3	7	Cn1cnnc1SCC(=O)c1ccc2c(c1)CCCC2
-13	0.0	10	CC1(C(=O)CSc2nc3ccccc3[nH]2)CCC(=O)O1 (stereo not given)
-6	-1.7	0	CCOc1ccc(S(=O)(=O)N2CCCCC2)cc1NC(=O)Cc1cccc(C(F)(F)F)c1
-31	-0.8	24	O=C(N/N=C(\c1ccccc1)c1cccnc1)c1ccc(O)cc1
-5	·	0	COc1ccc(S(=O)(=O)N(C)C[C@H]2Oc3ccc(NS(=O)(=O)c4cn(C)cn4)cc3C(=O)N([C@H](C)CO)C[C@@H]2C)cc1
-19	-0.9	21	CCN1CCN(Cc2ccc(NC(=O)c3cc(NC(=O)c4cc5cccc(OC)c5o4)cc(OC)c3)cc2C(F)(F)F)CC1
-17	-0.6	-1	CCOC(=O)C1CCN(C(=O)COc2ccc3c(c2)OCO3)CC1

OX1R antag-1	STK33 inh	OX1R antag-2	SMILES
-15	2.4	4	Cn1c(SCc2nnc(-c3ccccc3Br)o2)nc2sc3c(c2c1=O)CCC3
-21	·	8	CCOC(=O)C1=CNS(=O)(=O)NC1CCc1ccccc1 (stereo not given)
-19	1.5	16	CCC1CCCCN1CCCNC(=O)c1ccc2nc(N3CCCCC3)sc2c1 (stereo not given)
-6	-1.2	11	CCOc1ccc(S(=O)(=O)NCCC(=O)N2CC(C)OC(C)C2)cc1 (stereo not given)
-10	-0.9	1	COc1ccc(C(=O)NC(C)c2ccncc2)cc1S(=O)(=O)N(C)Cc1ccccc1 (stereo not given)
-4	-0.2	20	COc1ccc(CN=Cc2c(C(=O)O)[nH]c3ccccc23)cc1
9	-0.7	17	O=c1cc(-c2ccccc2)[nH]n1-c1ccc([N+](=O)[O-])cc1
12	-2.8	27	Cc1ccc([N+](=O)[O-])c(OCC(=O)OCC(=O)c2ccccc2)c1

OX1R antag-1	STK33 inh	OX1R antag-2	SMILES
-15	-0.9	4	O=C(c1cc(-c2ccncc2)nc2ccc(Cl)cc12)N1CCN(Cc2ccc3c(c2)OCO3)CC1
7	0.6	27	Nc1c(C(=O)NCCN2CCOCC2)c2nc3ccccc3nc2n1CCc1ccccc1
4	-1.3	5	CC(C)c1nc2oc3c(=O)[nH]cnc3c2c2c1CCC2
-2	-0.8	18	CCC(C)(C)NC(=O)c1ccc(S(=O)(=O)N(C)c2ccccc2OC)cc1
-12	2.3	27	CCOC(=O)c1cnc2ccc(C)cc2c1NCCO
-19	-0.4	8	CCC(=O)N1N=C(c2ccc(NS(=O)(=O)CC)cc2)CC1c1ccc(C)cc1 (stereo not given)
-10	-1.0	57	O=C(CN(c1ccccc1)S(=O)(=O)c1ccccc1)NCCSc1ccccn1
-7	-0.7	20	CCC(=O)N1CC23C=CC(CC2CC12CCCCC2)O3 (stereo not given)

OX1R antag-1	STK33 inh	OX1R antag-2	SMILES
-8	5.7	14	Cc1ccc(N(CC(=O)NC2CCCC2)C(=O)CNC(=O)c2cccs2)cc1F
-16	-1.8	0	FC(F)(F)c1cccc(-c2ccc(/C=N/Nc3nncc(-c4ccccc4)n3)o2)c1
-2	0.5	16	COc1ccc(Cl)cc1NC(=O)CCN1CCN(C)CC1
-8	0.0	2	Nc1nc(-c2ccccc2)nn1C(=O)c1ccco1
-20	0.3	12	Cc1cccc(C(=O)NNC(=O)c2cccc(C)c2)c1
-19	-1.1	-1	Cc1cc(C)cc(NS(=O)(=O)Cc2ccccc2)c1
-28	-0.2	10	COc1ccc(NC(=O)CCCNC(=O)Cn2cnc3sc4c(c3c2=O)CCCC4)cc1OC
-4	-1.1	9	CC(=O)c1ccc(S(=O)(=O)N2CCN(C(=O)c3ccc(N)c([N+](=O)[O-])c3)CC2)cc1

OX1R antag-1	STK33 inh	OX1R antag-2	SMILES
-13	-1.9	8	C=CCn1c(CCc2ccc(OC(C)C)cc2)n[nH]c1=S
-22	1.4	7	CCCCNC(=O)Nc1ccc(Br)cn1
-8	-1.8	11	COCCN1C(=O)N(c2ccccc2)C(=O)C1CC(=O)Nc1cc(OC)cc(OC)c1 (stereo not given)
-9	-1.8	3	Cc1ccc(C)c(NC(=S)N=Nc2c(O)n(C)c3ccc(S(=O)(=O)N4CCOCC4)cc23)c1
-30	0.0	20	COCCNC(=O)C(c1ccc(F)cc1)N(C(=O)CCC(=O)Nc1ccccn1)C1CCCCC1 (stereo not given)
-12	-0.8	15	COCc1c(C(=O)N2CCN(c3ccc(C(F)(F)F)cn3)CC2)oc2ccccc12
-11	2.2	7	COc1ccccc1CNC(=O)CC12CC3CC(CC(Br)(C3)C1)C2
-34	0.1	23	O=C(CC1C(=O)OCN1C(=O)OCc1ccccc1)OCC(=O)c1ccccc1 (stereo not given)

OX1R antag-1	STK33 inh	OX1R antag-2	SMILES
-9	-0.4	14	Cc1ccc(NC(=O)Cn2cnc3sc(C(=O)NCc4ccco4)c(C)c3c2=O)cc1Cl
-19	0.8	2	Cc1ccc2c(CN3CCCCC3CCO)cc(=O)oc2c1 (stereo not given)
-10	-1.4	11	CCC(=O)c1ccc(OCC(=O)OCC(=O)NCC2CCCCC2)cc1
-5	-2.4	6	Nc1c(C(=O)NCc2ccc3c(c2)OCO3)nnn1CC(=O)Nc1ccc(Br)cc1
8	-2.2	34	COc1ccc(CC(=O)NCC(=O)N=Nc2c(O)[nH]c3ccccc23)cc1
-14	-1.9	13	O=C1Cc2cc(NS(=O)(=O)c3cc(F)ccc3F)cc3c2N1CCC3
-19	0.7	23	Cn1c(-c2ccc(F)cc2)cc2onc(-c3ccccc3Cl)c2c1=O
-18	0.2	3	CCNC(=S)N1CCC(NC(=O)c2ccco2)CC1

Pulled one by one from above (5):
OX1R antag-1	STK33 inh	OX1R antag-2	SMILES
-5	-2.4	6	Nc1c(C(=O)NCc2ccc3c(c2)OCO3)nnn1CC(=O)Nc1ccc(Br)cc1
-19	0.7	23	Cn1c(-c2ccc(F)cc2)cc2onc(-c3ccccc3Cl)c2c1=O
-14	-1.9	13	O=C1Cc2cc(NS(=O)(=O)c3cc(F)ccc3F)cc3c2N1CCC3
-19	0.8	2	Cc1ccc2c(CN3CCCCC3CCO)cc(=O)oc2c1 (stereo not given)
-10	-1.4	11	CCC(=O)c1ccc(OCC(=O)OCC(=O)NCC2CCCCC2)cc1

Following part.
OX1R antag-1	STK33 inh	OX1R antag-2	SMILES
-7	-2.1	6	Cc1cccc(CCNC(=O)CCNC(=O)Cn2ccc3ccccc3c2=O)c1
-21	-1.4	25	Cc1cccc(Cn2cccc2/C=C2/C(=N)N3C=CSC3=NC2=O)c1
-7	0.7	56	C=C(C)C(=O)Nc1cccc(C2=NOC3(C2)C[C@@H](C(N)=O)N(C(=O)c2cc([N+](=O)[O-])cc([N+](=O)[O-])c2)C3)c1 (stereo not given in full)
-6	-1.9	3	N=c1ccn(CC(=O)NC(N)=O)c2ccccc12
2	-2.5	17	COc1cccc(N2CC(O)=C(c3ccccc3)C2=N)c1
17	-0.8	62*	CCOC(=O)N1CCN(C(=O)CS(=O)(=O)c2cn(Cc3ccc(F)cc3)c3ccccc23)CC1
-18	-0.8	7	Cc1cccc(NC(=O)COC(=O)COc2ccc3c(c2)CCC3)c1
-10	0.3	27	CSc1nncc(/C(C)=N/O)n1
9	0.1	5	O=C(Nc1ccc(S(=O)(=O)Nc2nccs2)cc1)c1ccc(S(=O)(=O)N2CCOCC2)cc1
-12	-18	-6	COC(=O)c1ccc(NC(=O)Cn2nc(C)c3ccccc3c2=O)cc1
